Screening data (PubChem)
GALR2 blocker: GALR2 (human) receptor antagonism | AID 828 | hit rate 0.39% among 140,000 | O43603 | inhibition, % at 4 µM | GALR2-expressing cells, antagonist mode; in the data active = inhibition above about 27%;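 also: cells stimulated with galanin 1-16 at roughly its EC80; 0% = agonist challenge control and 100% = basal control without agonist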
Target sequence (O43603 whole entry, looked up): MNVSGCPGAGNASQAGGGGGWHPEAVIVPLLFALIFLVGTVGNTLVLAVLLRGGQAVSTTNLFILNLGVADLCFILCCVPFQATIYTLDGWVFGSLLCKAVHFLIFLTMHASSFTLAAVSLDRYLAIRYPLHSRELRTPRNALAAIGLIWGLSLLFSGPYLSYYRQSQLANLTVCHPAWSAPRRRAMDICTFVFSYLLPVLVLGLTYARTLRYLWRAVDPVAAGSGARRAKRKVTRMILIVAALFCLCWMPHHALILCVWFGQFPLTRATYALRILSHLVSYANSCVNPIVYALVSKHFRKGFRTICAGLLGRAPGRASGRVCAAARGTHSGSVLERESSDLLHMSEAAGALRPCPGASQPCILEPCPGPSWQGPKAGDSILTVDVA
Phagocyt inh: macrophage phagocytosis inhibition; J774A.1 macrophage IgG-bead phagocytosis, imaging; inhibition, % at 5 µM; hit rate 0.07% among 110,000;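 active = inhibition above the mean of the plate negative controls plus 5 SD, cut at about 13% in these data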;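 also: phagocytic index as fraction of beads internalized from green versus red external bead signal; plate controls were DMSO negative control for no effect and cytochalasin-D positive control for full effect; some results beyond the cut were filed as inactive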
BB579 growth dn: reduces growth of yeast BB579 in restrictive medium; S. cerevisiae BB579 growth, OD615, 48 h; inhibition, % at 10 µM; hit rate 0.51% among 140,000;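 active = inhibition above a set limit, 3 SD over the mean compound inhibition, cut at about 44% in these data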; also: inactives centre near -24
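Detection: OD615 turbidity measurement; Material: Saccharomyces cerevisiae DeaD strain BB579, replicative lifespan model yeast; Timing: 48 h exposure, 30 °C; Doses: single 10 µM dose; Medium: CSMM-D restrictive synthetic medium containing dextrose (glucose); Controls: amphotericin B at 10 µg/mL as positive control.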
bCat KO growth: beta-catenin-lacking colon tumor cell growth suppression. hit rate 1.5% among 140,000. viability, % at 10 µM. AID 818. HCT116 beta-catenin knockout viability, CellTiter-Glo, 60 h; stronger effect = lower value;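 active = viability at or under a set limit, the compound median less 4 SD, cut at about 6% in these data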;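 also: 0% = Hyamine 1622 control at 20 µM and 100% = untreated cell control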
Measles CPE: protection of cells from measles virus. protection (pct of control), % at 4 µM. hit rate 1.5% among 140,000. AID 841. Measles virus-infected cells, CPE protection, absorbance; in the data active = protection mostly above about 24%, no sharp cut-off; inactive = mostly below about 26%; also: some compounds called inactive have numbers as strong as hits
NPY Y2 blocker: antagonists of human neuropeptide Y receptor Y2; P49146; NPY-Y2 expressing cells, antagonist mode; inhibition, % at 2.7 µM; hit rate 0.99% among 140,000; in the data active = inhibition above about 17%;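 also: 0% = vehicle with agonist challenge and 100% = reference antagonist with challenge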
HCT116 PTEN-null: growth suppressors of cells with PTEN tumor suppressor deletion. HCT116 PTEN-null viability, CellTiter-Glo, 60 h; stronger effect = lower value. viability, % at 10 µM. hit rate 1.2% among 140,000. AID 827;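 active = viability at or below a set limit, 4 SD under the median of all tested compounds, cut at about 3.7% in these data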;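 also: PTEN knockout HCT116 line with beta catenin targeted HCT116 as companion control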
Yeast life ext: extends the lifespan of yeast; S. cerevisiae growth with nicotinamide, OD615; deaD strain in restrictive glucose medium; inhibition of the nicotinamide effect, % at 10 µM; hit rate 0.68% among 130,000;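 active = inhibition above a set limit, placed 3 SD over the median of all compounds, cut at about 26% in these data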;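 also: 0% = nicotinamide-treated wells and 100% = cells grown without nicotinamide; some compounds called inactive have numbers as strong as hits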
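Material: Modified budding yeast, DeaD strain | Medium: Restrictive glucose medium | Probe or stimulus: 1.5 mM nicotinamide | Dosing: Single dose 10 µM compound, 0.25% DMSO | Times: 48 h at 30 °C | Technique: OD615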
E-sel TNF inh: TNF alpha driven E-selectin expression inhibition; HUVEC TNFa-induced E-selectin immunofluorescence, high content; inhibition, % at 2 µM; hit rate 0.71% among 120,000; AID 1246;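 active = inhibition above the batch mean plus 3 SD, and confirmed as a hit on visual image review, cut at about 43% in these data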;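 also: 0% = TNF-stimulated DMSO wells and 100% = unstimulated control wells; not every result past the cut was called active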
MRP1 act: activates MRP-1 | H69AR cells + doxorubicin, viability rescue, CellTiter-Glo | viability increase, % at 10 µM | hit rate 0.61% among 140,000;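 active = viability gain under doxorubicin at or above a set limit, the compound median plus 3 SD, cut at about 4.7% in these data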;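 also: MRP-1 overexpressing cells given doxorubicin 25 µM after compound pretreatment; 18-22 h compound pretreatment then 72 h with doxorubicin before readout; 0% = doxorubicin-only wells and 100% = vehicle-treated cells without doxorubicin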
Numbers without * were called inactive; / = no result given.

SMILES	GALR2 blocker	Phagocyt inh	BB579 growth dn	bCat KO growth	Measles CPE	NPY Y2 blocker	HCT116 PTEN-null	Yeast life ext	E-sel TNF inh	MRP1 act
COCCn1c(SCC(=O)N2CCCc3ccccc32)nc2c(c1=O)SC(C)C2 (stereo not given)	-2	1	1	96	4	2	88	-10	/	-3.7
CN(C)c1nc(-c2ccccc2)c2cnn(Cc3ccccc3)c2n1	-3	0	-4	66	3	2	56	-27	/	-2.7
Cc1ccccc1-c1nnc(SCc2ccccc2F)o1	6	1	-4	78	31	7	99	-11	/	-1.6
Cc1cc(C(=O)OCC(=O)NC(C)(C)C)c2ccccc2n1	0	0	11	93	3	-2	97	-9	-5	0.8
CCCOC(=O)c1c(N)sc2c1CCC2	5	2	-60	100	3	1	93	-12	12	-0.7
COc1cccc(-c2nnc(SCC(=O)N3CC(C)CC(C)C3)o2)c1 (stereo not given)	-14	-1	-8	84	18	5	79	-8	/	-3.5
C/C(=N/NC(=O)Cn1nc2ccccc2n1)c1ccc(F)cc1	6	0	-14	91	21	1	101	-3	5	-1.1
CC(C)CCn1c(CN(C)Cc2ccccc2)nc2c1c(=O)n(C)c(=O)n2C	2	0	-30	64	6	12	73	-14	/	-0.2
Cc1cc(N2CCC(C(=O)NC3CCCCC3)CC2)nc(-c2ccccc2)n1	3	-2	-21	93	18	5	87	-5	-33	-3.0
CCCCCCC(=O)Nc1ccc(C(=O)N/N=C/c2cccnc2)cc1	-1	/	-57	95	3	2	90	-17	-15	9.9*
NS(=O)(=O)c1ccc(CCNC(=O)C2CCCN2C(=O)OCc2ccccc2)cc1 (stereo not given)	-13	/	-10	104	6	4	94	-17	18	-2.1
CCn1c(N2CCN(CC(=O)c3ccc(OC)cc3)CC2)nc2ccccc21	3	-2	-33	86	3	2	86	-7	-17	-1.8
Cc1ccccc1SCC(=O)Nc1cccc(C#N)c1	-5	0	11	80	8	3	72	-6	21	-1.2
Cc1cccc(C)c1NC(=O)N1C2CCCC1CC(NC(=O)C(C)(C)C)C2 (stereo not given)	7	0	-33	107	7	1	96	-8	-21	-0.1
Cc1ccc(N(C(=O)c2cc3ccccc3oc2=O)C2C=CS(=O)(=O)C2)cc1 (stereo not given)	11	-9	0	68	22	2	94	-4	-1	-3.6
S=c1nc(-c2ccccc2)n(Cc2ccco2)c2c1CCCC2	-18	2	-40	82	31	16	92	-13	/	-1.3
CCOC(=O)/C(N=Nc1cc(C(=O)O)cc(C(=O)O)c1)=C(\O)CCl	-4	-12	16	103	5	1	101	-3	28	-1.0
COc1ccc(Nc2nc(N3CCCCC3)nc3ccccc23)c(OC)c1	7	0	-19	11	3	50*	7	-5	19	-2.5
COc1ccc(C)cc1-n1nnnc1SCn1nnc2ccccc2c1=O	1	0	-2	84	21	5	87	-15	-33	0.9
Cc1nc2c(C)cccc2cc1C(=O)N/N=C/c1cccc([N+](=O)[O-])c1	8	-5	-11	44	4	3	43	-2	/	-1.7
COc1ccc(NC(=O)OCCn2c([N+](=O)[O-])cnc2C)cc1	2	-13	-19	94	16	-1	100	-1	/	0.1
Cc1cc(C)nc(NS(=O)(=O)c2ccc(NC(=O)c3cccc(N4C(=O)CCC4=O)c3)cc2)n1	-2	-6	-24	96	4	0	102	1	/	-0.3
COc1ccc2cc(CN(CCc3ccccc3)Cc3nnnn3CC3CCCO3)c(=O)[nH]c2c1 (stereo not given)	-14	1	-29	80	5	0	78	-3	/	-3.4
CCOC(=O)Oc1ccc2c(=O)c(Oc3cc(C)cc(C)c3)coc2c1	5	1	13	95	18	1	89	-2	-3	-3.3
N#CCC(=N)N1CCN(c2ccccc2)CC1	-7	0	-19	110	30	3	104	-11	28	1.4
CC1CCN(c2ccc(/C=N\Nc3nncn3N)cc2[N+](=O)[O-])CC1	-1	-5	-21	86	11	-1	79	-3	/	-1.8

Records listed so far marked active in NPY Y2 blocker.
structure | GALR2 blocker | Phagocyt inh | BB579 growth dn | Measles CPE | NPY Y2 blocker | Yeast life ext | E-sel TNF inh
COc1ccc(Nc2nc(N3CCCCC3)nc3ccccc23)c(OC)c1 | 7 | 0 | -19 | 3 | 50* | -5 | 19

Copied from above, 2 compounds:
SMILES	GALR2 blocker	Phagocyt inh	BB579 growth dn	bCat KO growth	Measles CPE	NPY Y2 blocker	HCT116 PTEN-null	Yeast life ext	E-sel TNF inh	MRP1 act
N#CCC(=N)N1CCN(c2ccccc2)CC1	-7	0	-19	110	30	3	104	-11	28	1.4
CC1CCN(c2ccc(/C=N\Nc3nncn3N)cc2[N+](=O)[O-])CC1	-1	-5	-21	86	11	-1	79	-3	/	-1.8

As entered above.
Under NPY Y2 blocker, Cc1cc(N2CCC(C(=O)NC3CCCCC3)CC2)nc(-c2ccccc2)n1 reads 5
Under Yeast life ext, Cc1cc(C(=O)OCC(=O)NC(C)(C)C)c2ccccc2n1 reads -9
Under E-sel TNF inh, COc1ccc(C)cc1-n1nnnc1SCn1nnc2ccccc2c1=O reads -33
Under Phagocyt inh, CCn1c(N2CCN(CC(=O)c3ccc(OC)cc3)CC2)nc2ccccc21 reads -2
